CHO parental Ca = counter-screen for OX1R antagonists: effect in parental CHO cells. parental CHO-K1, ATP-induced calcium, Fluo-8 fluorescence. 0.63% of 330,000 active. inhibition, % at 5.6 µM. AID 463079;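 active = inhibition above that plate's mean sample inhibition plus 3 SD, cut at about 26% in these data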;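 note: 0% = ATP-challenged DMSO wells and 100% = DMSO wells without ATP; some compounds past the cut are filed as inactive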
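Test system: untransfected parental CHO cell line. Compound: one dose, 5.6 µM nominal. Detection: intracellular calcium via Fluo-8 no-wash fluorescent dye. Measure: % inhibition. Benchmarks: ATP-challenged DMSO wells low, unchallenged DMSO wells high.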
OXTR potentiate = human OXTR potentiation; P30559; CHO-OTR cells, Fluo-8 calcium fluorescence, potentiator mode; 0% = oxytocin EC15, 100% = EC100; activation, % at 3 µM; 0.061% of 320,000 active; AID 2445;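 active = activation above that plate's cutoff, the mean activation of tested compounds plus 3 SD, cut at about 6.6% in these data, passing the limit was not always enough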;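 note: 100% uses oxytocin at 75 nM as the full agonist control; some results filed as inactive read as strong as hits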
Target sequence (P30559 whole entry, looked up): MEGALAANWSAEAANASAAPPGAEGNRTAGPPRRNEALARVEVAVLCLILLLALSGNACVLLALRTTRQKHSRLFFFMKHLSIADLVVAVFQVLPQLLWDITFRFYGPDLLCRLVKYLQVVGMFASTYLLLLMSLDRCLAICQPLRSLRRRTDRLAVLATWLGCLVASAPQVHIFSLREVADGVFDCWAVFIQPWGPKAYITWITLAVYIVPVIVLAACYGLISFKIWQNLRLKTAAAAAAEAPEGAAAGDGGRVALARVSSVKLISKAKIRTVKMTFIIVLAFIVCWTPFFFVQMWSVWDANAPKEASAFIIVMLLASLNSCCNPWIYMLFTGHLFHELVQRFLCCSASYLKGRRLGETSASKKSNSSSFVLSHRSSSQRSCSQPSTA
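System: human OTR in CHO cells; Also added: sub-maximal oxytocin, roughly EC15; Timing: compound 6 min at room temperature before oxytocin, 100 s read; Technique: Fluo-8 intracellular calcium fluorescence, ex 470-495, em 515-575 nm; Controls: oxytocin EC15 low and EC100 high; Replication: singlicate.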
GPR7 antagonist = antagonists of human GPR7 (neuropeptides B/W receptor 1); P48145; 1.1% of 290,000 active; inhibition, % at 4.4 µM; GPR7-expressing cells, fluorescence antagonist assay; in the data active = inhibition above about 16%, passing the limit was not always enough;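 note: cells stimulated with the agonist NPW; 0% = agonist with vehicle and 100% = vehicle without agonist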
V1aR counter = counter-screen for oxytocin receptor agonists: human V1a receptor agonists; activation, % at 3 µM; CHO-V1R cells, Fluo-8 calcium fluorescence, agonist mode; 0% DMSO, 100% 3 nM vasopressin; 0.25% of 320,000 active; P37288;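 active = activation above the mean activation of all tested compounds plus 3 SD, per screening run, cut at about 20% in these data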;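 note: signal is peak over basal fluorescence ratio across a 100 second FLIPR read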
CHO-K1 Ca ag = counter-screen for M1 agonists: effect in parental CHO-K1 cells. Fluo-8 calcium fluorescence; scaled to maximal ATP response, vehicle zero. activation, % at 3 µM. 0.48% of 360,000 active; in the data active = activation above about 15%;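 note: untransfected CHO-K1 host cells lacking M1 receptor as counterscreen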
M1 PAM parental = counter-screen for M1 PAMs: effect in parental CHO-K1 cells; ATP EC20, Fluo-8 calcium fluorescence; 0% at ATP EC20, 100% at ATP max; activation, % at 3 µM; 0.02% of 360,000 active;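 active = activation above the run cutoff, the mean activation of all test compounds plus 3 SD, cut at about 40% in these data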;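 note: peak over basal fluorescence ratio in a 140 s read after ATP addition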
CHO-K1 Ca antag = M1 antagonist counterscreen hit in parental CHO-K1 cells; ATP-induced calcium, Fluo-8 fluorescence; inhibition, % at 3 µM; 0.6% of 360,000 active; AID 602250;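 active = inhibition above a per-plate cutoff, the plate's mean sample inhibition plus 3 SD, cut at about 24% in these data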;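 note: 0% = DMSO plus EC80 ATP and 100% = DMSO alone without ATP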
TAAR1 antag = antagonists of human TAAR1; Q96RJ0; CHO RD-HGA16 TAAR1, Fluo-8 calcium fluorescence, antagonist; inhibition, % at 3 µM; 1.5% of 360,000 active; AID 624466;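 active = inhibition above a per-plate cutoff, the mean inhibition of test compounds on that plate plus 3 SD, cut at about 49% in these data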;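 note: 0% = DMSO plus EC80 beta-PEA response and 100% = DMSO alone without agonist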
Target sequence (Q96RJ0 whole entry, looked up): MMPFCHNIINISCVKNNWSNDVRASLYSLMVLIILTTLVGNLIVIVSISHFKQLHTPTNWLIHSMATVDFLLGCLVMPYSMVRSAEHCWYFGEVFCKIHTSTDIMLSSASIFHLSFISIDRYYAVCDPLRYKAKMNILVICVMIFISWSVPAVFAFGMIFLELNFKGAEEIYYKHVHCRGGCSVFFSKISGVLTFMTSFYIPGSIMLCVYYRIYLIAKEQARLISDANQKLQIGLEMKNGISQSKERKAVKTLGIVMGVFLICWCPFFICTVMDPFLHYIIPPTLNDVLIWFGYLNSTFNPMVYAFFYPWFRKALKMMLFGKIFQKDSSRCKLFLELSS
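System: RD-HGA16 CHO cells with stable hTAAR1 and Gα16 | Probe or stimulus: EC80 β-phenethylamine stimulus | Dosing: 3 µM, single point | Times: Dye loading 75 min at 37 °C, then 30 min room temperature | Measured by: Fluo-8 calcium-sensitive fluorescence | Read-out basis: % inhibition of agonist calcium response | Replicates: n of 1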
OXTR ag = agonists of human oxytocin receptor | P30559 | CHO-OTR cells, Fluo-8 calcium fluorescence; normalized: DMSO 0%, oxytocin 100% | activation, % at 3 µM | 0.32% of 320,000 active;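 active = activation above the mean of all tested compounds plus 3 SD, cutoff set per screening run, cut at about 20% in these data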;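 note: peak over basal fluorescence ratio from a 100 s FLIPR kinetic read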
* marks the source's active call; other numbers are inactive results; / = not tested or not shown; & = joins results of further samples.

Values run as follows: CHO parental Ca, OXTR potentiate, GPR7 antagonist, V1aR counter, CHO-K1 Ca ag, M1 PAM parental, CHO-K1 Ca antag, TAAR1 antag, OXTR ag
1. CC(=O)N1CCN(c2ccc(NC(=O)c3ccc(Br)o3)cc2Cl)CC1
  -7, -11, -4, 1.0, 3.9, 1, -2, 10, -0.3
2. Cc1ccc(C(=O)NCC(=O)O)cc1S(=O)(=O)N1CCCCC1
  7, -7, -3, 5.6, 0.1, 3, 0, -3, -1.0
3. COc1ccc(C(=O)NCC(=O)OCC(=O)N2CCc3ccccc32)cc1
  -28, -9, -1, -0.6, 0.1, 17, -24, 18, -2.7
4. CC(C)CCn1cnc2c(sc3nc4c(cc32)CSC(C)(C)C4)c1=O
  -15, 0, -10, 0.6, 0.7, 18, -5, -4, -1.1
5. COCCCNC(=O)CC(NS(=O)(=O)c1ccc(Cl)cc1)c1ccc(OC)cc1 (stereo unspecified)
  -9, 3, 4, 0.7, 0.3, 2, -10, -9, 0.2
6. CC(=O)Nc1ccc2c(c1)C(=O)N(c1cccc3ccccc13)C2=O
  -6, -10, -3, 2.1, 3.7, 12, -7, -13, 1.3
7. O=C(NCC1CCCO1)c1ccc2nc(N3CCCCC3)sc2c1 (stereo unspecified)
  8, -6, 9, 0.0, 0.6, 11, -8, 13, 0.2
8. CC(=O)Nc1ccc(C(=O)N2CCCCC2c2cc(C(=O)NCc3ccc(F)cc3)no2)cc1 (stereo unspecified)
  /, /, /, /, 0.7, 4, -6, -3, /
9. O=C(Nn1c(SCc2cccc([N+](=O)[O-])c2)nc2ccccc2c1=O)c1ccccc1
  -20, -6, -1, 0.6, 0.6, -5, 4, -2, -1.2
10. COc1ccc(CNC(=O)C2CCN(S(=O)(=O)c3cc(OC)ccc3OC)CC2)cc1
  -10, -4, -6, 3.4, 1.0, 5, 3, 2, 0.4
11. O=C(CC(=O)c1ccccc1)Nc1ccc2c(c1)OCCO2
  -13, -10, -6, 1.0, -0.3, 14, -15, 3, -0.5
12. CN1C(=O)C(C)(C)c2cc(S(=O)(=O)N3CCCC(C(=O)NCc4ccc(F)cc4)C3)ccc21 (stereo unspecified)
  -5, -8, 15, 3.9, 4.0, -1, 20, -18, 1.1
13. CN1C(=O)Cc2cc(S(=O)(=O)N3CCN(c4ccccc4F)CC3)ccc21
  4, -12, 14, 1.2, 4.7, -2, -5, -9, 1.7
14. COC(=O)c1c(NC(=S)NNS(=O)(=O)c2ccc(OC)cc2OC)sc2c1CCCCCC2
  /, /, -25, /, 0.3, -11, -3, -13, /
15. COc1ccc(CCNC(=O)C(=O)Nc2ccc3c(c2)OCO3)cc1OC
  -5, -19, -10, 1.0, 1.5, 9, -10, -11, 0.4
16. COc1ccc2cc(/C=C/C(=O)c3ccco3)c(Cl)nc2c1
  -6, -7, -6, 1.0, /, /, /, /, -0.3
17. COC(=O)c1ccc(C(=S)NCC2(N(C)C)CCCCC2)cc1
  -5, -16, 28, 10, 10, 3, 7, 21, 9.6
18. COc1ccc(-n2c(=O)c(CCC(=O)N3CCN(c4ccccc4O)CC3)nc3ccccc32)cc1
  -16, 5, /, 2.3, 4.5, 14, -11, 20, 0.2
19. CCOC(=O)CNS(=O)(=O)c1ccc2c3c(cccc13)C(=O)N2CC
  -19, -1, -3, 0.5, 2.6, 23, -7, -17, 2.2
20. Cc1ccccc1-n1c(SCC(=O)Nc2ccccc2Cl)nc2n[nH]c(C)c2c1=N
  -15, -14, -14, 3.9, 4.6, 3, -5, 3, 1.8
21. CCOC(=O)/C(C#N)=C/c1cccc([N+](=O)[O-])c1
  -2, -7, -6, 0.8, 0.3, -25, -4, 4, 1.1
22. C=C(C)COc1ccc(-c2nc(N)ncc2Oc2ccccc2OC)c(O)c1
  -23, -12, -1, 2.5, 0.7, 19, -5, 19, -1.1
23. CC(C)CCNc1ncnc2c1nnn2Cc1ccccc1Cl
  -10, -8, 0, -0.5, -0.2, 12, -6, 21, -0.7
24. O=C(CSC(=S)N1CCOCC1)N1N=CCC1c1ccccc1 (stereo unspecified)
  10, -1, 17, 1.5, 1.1, 18, -12, 1, 1.7
25. CC(=O)N1CCN(CC(c2ccccc2)c2ccccc2)CC1
  -15, -16, 13, -0.2, 13, 20, -6, -20, -0.9
26. C=CCNC(=S)NNC(=O)c1cccc2ccccc12
  -4, -15, -2, 0.3, 0.6, 19, -8, 0, -0.7
27. COc1ccc(C)cc1NC(=O)NC(C)c1ccc2c(c1)OCO2 (stereo unspecified)
  1, -8, -15, -0.3, -0.4, 1, -12, -33, -1.1
28. CC(C)Oc1ccc(C(=O)Nc2ccc(NC(=O)c3ccco3)c(Cl)c2)cc1
  -7, -11, -11, 1.1, 0.6, 9, 2, 26, -0.2
29. Cn1c(NC(=O)C(C)(C)Oc2ccc(Cl)cc2)cc(=O)n(C)c1=O
  -17, -6, 9, 0.4, 3.5, 19, -7, -17, 0.1
30. COc1ccccc1N(C(=O)c1snc(C(N)=O)c1N)C(C(=O)NC1CCCC1)c1ccco1 (stereo unspecified)
  -21, -1, 18, -1.4, 10, 2, 14, 3, -1.8
31. CC(=O)N1CCc2c(sc(NC(=O)CCS(=O)(=O)c3ccc(C)cc3)c2C(N)=O)C1
  2, -10, /, 0.2, 0.5, -3, 4, -3, -0.2
32. COc1ccc(-n2c(=S)[nH]c3cc(C(=O)NCc4ccco4)ccc3c2=O)cc1OC
  -12, -3, -4&-22, 0.4, -0.2&0.8, 11&19, -13&-2, 1&-4, -0.4
33. O=[N+]([O-])c1ccc(COc2ncnc3ccccc23)cc1
  1, -10, 1, 6.9, 1.0, 8, -17, 2, 2.9
34. O=C(CCNC(=O)Cn1ccc2ccccc2c1=O)NCCN1CCN(c2cccc(Cl)c2)CC1
  -23, -8, -10, -0.6, -0.1, 6, -1, -3, -1.4
35. Cc1cccc(-n2c(Cc3cc(=O)[nH]c(=O)[nH]3)nnc2SCC(=O)Nc2cccc(C(F)(F)F)c2)c1
  -7, -12, -12, -0.1, -0.2, 1, 20, -14, -0.2
36. Oc1ccc(Cl)cc1C1=NNC(c2cc(Br)cc3c2OCOC3)C1 (stereo unspecified)
  -23, -2, -9, -0.9, -0.6, -3, 16, 8, -1.1
37. Cc1cc(C)nc(CCNC(=O)CC2C(=O)NCCN2Cc2ccc(F)cc2Cl)n1 (stereo unspecified)
  -8, -6, -15, 1.0, 0.0, -15, 3, -31, 0.3
38. CCCC(=O)C1=C(O)C(C(=O)OC)C(C)(C)CC1=NC(C)(C)C (stereo unspecified)
  -13, -13, 2, -0.9, 0.1, 15, 2, -8, -1.8
39. COc1ccc2cc(C(=O)N/N=C/c3cc(OC)c(OC)c(OC)c3)[nH]c2c1
  -19, -10, 1, 9.9, 6.5, -4, 8, 24, 2.5
40. COc1ccc(CCNC2=NCCS2)cc1
  -4, -5, 6, 0.2, 0.0, 6, -4, 16, 0.6
41. COCCN1Cc2cccc(C(=O)Nc3ccc4c(c3)OCCO4)c2C1=O
  -18, -3, -6, -0.2, 0.0, 11, -2, 3, -0.4
42. C=CCN1C(=O)CN=C1Nc1ccc(OC)cc1OC
  -5, -8, -1, 0.0, 0.2, 4, 12, 0, -1.2
43. CCn1c(CC(=O)Nc2ccc(F)cc2)nnc1SCC(=O)Nc1nnc(C)s1
  -3, -10, 4, 0.2, 0.7, 13, -9, -4, 0.4
44. C=CCN(c1ccc(C(=O)NCCc2ccccc2)cc1)S(C)(=O)=O
  -5, -8, -1, -0.2, -0.1, 13, -10, 8, -0.4
45. COc1ccc(C)cc1NC(=O)C1CCCN(S(=O)(=O)c2cccc3cccnc23)C1 (stereo unspecified)
  -10, -12, -9, 0.5, 2.6, 6, 5, /, -0.6
46. Cc1ccc(S(=O)(=O)N2C(=O)CCC2C(=O)O/N=C(\N)c2cccc([N+](=O)[O-])c2)cc1 (stereo unspecified)
  -10, 0, -11, 1.3, 3.2, 11, -12, -15, -0.8
47. O=C(c1ccc(F)cc1)N1CCC(n2nnc3ccccc32)CC1
  -5, -8, -8, 0.0, 0.3, 10, 6, -18, 0.4
48. COc1cc(C(=O)n2nc(C)cc2C)cc(OC)c1OC
  -5, -4, 0, -0.3, 0.2, 11, 3, 13, 0.9
49. N/C(Cc1cccs1)=N\OC(=O)COc1ccccc1
  -9, -2, -1, -1.0, 0.3, 9, -3, 13, -1.5
50. CC(=O)Nc1cccc(/C(C)=N/NC(=O)c2cccc(S(=O)(=O)N3CCCC3)c2)c1
  /, /, /, /, 0.5, -11, 14, -20, /
51. Cn1c(C(O)c2ccc3c(c2)OCO3)nc2ccccc21 (stereo unspecified)
  -13, -12, -2, 1.0, 0.7, 9, -15, 17, 1.2
52. COC(=O)C1=C(C)N(Cc2ccccc2)C(=NCc2cc(OC)c(OC)c(OC)c2)N[C@H]1c1ccc(Br)cc1
  7, -8, /, 8.4, 5.5, 7, -3, /, 11
53. CCn1nc(C(=O)OCC(=O)N2CCc3ccccc32)c2ccccc2c1=O
  -29, -5, 2, -1.4, 4.5, 18, 5, -25, -2.7
54. COCCNC(=O)CCn1nc(-c2ccc(C)cc2)c2ccccc2c1=O
  -20, -10, -1, -0.7, -0.9, 9, 13, -15, -2.0

One compound at a time, as listed above. Order of values: CHO parental Ca, OXTR potentiate, GPR7 antagonist, V1aR counter, CHO-K1 Ca ag, M1 PAM parental, CHO-K1 Ca antag, TAAR1 antag, OXTR ag
Oc1ccc(Cl)cc1C1=NNC(c2cc(Br)cc3c2OCOC3)C1 (stereo unspecified) is entered as -23, -2, -9, -0.9, -0.6, -3, 16, 8, -1.1
CC(=O)N1CCc2c(sc(NC(=O)CCS(=O)(=O)c3ccc(C)cc3)c2C(N)=O)C1 is entered as 2, -10, /, 0.2, 0.5, -3, 4, -3, -0.2
Cc1cc(C)nc(CCNC(=O)CC2C(=O)NCCN2Cc2ccc(F)cc2Cl)n1 (stereo unspecified) is entered as -8, -6, -15, 1.0, 0.0, -15, 3, -31, 0.3

From PubChem BioAssay

No enrichment for hits. About 3.5% of those tested had a hit in this group.
